Bioassay records deposited in PubChem BioAssay by several laboratories.
CatG inh: human cathepsin G inhibitors, primary screen, biochemical, pooled compound mixtures, AMC fluorescence | purified enzyme, AMC-tetrapeptide fluorescence | inhibition, % at 5 µM (by protocol) | 62,000 tested, 0.2% active | AID 581, 2007;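 active = inhibition above 20% in each of the two mixture wells holding the compound; inactive = inhibition of 20% or less in either well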;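 note: 0% = enzyme control without mixture and 100% = blank lacking enzyme; strong numbers were not always called active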
Target sequence (P08311 21-244 limits assumed): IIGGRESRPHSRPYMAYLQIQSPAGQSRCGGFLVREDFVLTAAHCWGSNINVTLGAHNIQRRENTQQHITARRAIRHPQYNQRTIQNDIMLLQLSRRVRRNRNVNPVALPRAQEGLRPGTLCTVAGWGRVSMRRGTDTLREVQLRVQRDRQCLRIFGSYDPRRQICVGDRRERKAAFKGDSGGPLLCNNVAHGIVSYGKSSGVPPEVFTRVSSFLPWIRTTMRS
FXIa inh mix: FXIa protease inhibitors in compound pools, primary screen, biochemical, 10-compound mixtures | 62,000 tested, 0.19% active | purified FXIa, fluorogenic substrate, pooled mixtures | Coagulation factor XI (Homo sapiens), P03951 | AID 680, 2007 | inhibition, % at 5 µM;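 note: each value is inhibition by a whole ten-compound pool holding the compound; 0% = enzyme with no mixture and 100% = wells lacking enzyme; strong numbers were not always called active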
CatL inh: inhibitors of human cathepsin L, biochemical. Procathepsin L (Homo sapiens), P07711. purified cathepsin L, fluorogenic substrate, fluorescence. inhibition, %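 (tested at 10 µM)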. 58,000 tested, 0.17% active; in the data active = inhibition above about 45%;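 note: 0% = enzyme with no compound and 100% = no enzyme blank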
Cdc25B inh: inhibitors of Cdc25B phosphatase catalytic domain, primary screen, biochemical, OMFP fluorescence. M-phase inducer phosphatase 2 (Homo sapiens), P30305. recombinant Cdc25B, OMFP fluorescence Ex485/Em525. inhibition, %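 (compounds tested at 10 µM final in the well)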. 65,000 tested, 0.1% active. AID 368, 2006; in the data active = inhibition above about 50%
FXIIa inh mix: human factor XIIa inhibitors, primary screen, biochemical, pooled compound mixtures, fluorogenic substrate; inhibition, % at 5 µM; purified FXIIa; 62,000 tested, 0.2% active;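 note: 0% = enzyme without compound and 100% = no enzyme blank; some results filed as inactive read as strong as hits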
C1s inh: complement C1s protease inhibitors, primary screen, biochemical, 10-compound mixtures; Complement C1s subcomponent (Homo sapiens), P09871; purified C1s, fluorogenic AMC substrate, pooled mixtures; mean inhibition % of two 10-compound mixtures (stronger effect = higher value), % at 5 µM (by protocol); 62,000 tested, 0.16% active; AID 538, 2006;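 active = inhibition above 20% in each of the two 10-compound mixture wells holding the compound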;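 note: 0% = enzyme wells lacking compound mixture and 100% = no-enzyme blank wells; some compounds called inactive have numbers as strong as hits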
HTR1A agonist: human 5-HT1a receptor agonists, primary screen, cell-based, CHO, Ga15 NFAT-bla reporter; CHO 5-HT1a Ga15 NFAT-bla reporter, FRET ratio; 0% basal, 100% maximal reference agonist; 5-hydroxytryptamine receptor 1A (Homo sapiens), P08908; activation, % at 10 µM; 65,000 tested, 0.56% active;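 active = activation above the screen-wide mean activation plus 3 SD, cut at about 19% in these data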;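 note: 0% = DMSO wells and 100% = 5-CT at EC100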
Target sequence (P08908 whole entry, looked up): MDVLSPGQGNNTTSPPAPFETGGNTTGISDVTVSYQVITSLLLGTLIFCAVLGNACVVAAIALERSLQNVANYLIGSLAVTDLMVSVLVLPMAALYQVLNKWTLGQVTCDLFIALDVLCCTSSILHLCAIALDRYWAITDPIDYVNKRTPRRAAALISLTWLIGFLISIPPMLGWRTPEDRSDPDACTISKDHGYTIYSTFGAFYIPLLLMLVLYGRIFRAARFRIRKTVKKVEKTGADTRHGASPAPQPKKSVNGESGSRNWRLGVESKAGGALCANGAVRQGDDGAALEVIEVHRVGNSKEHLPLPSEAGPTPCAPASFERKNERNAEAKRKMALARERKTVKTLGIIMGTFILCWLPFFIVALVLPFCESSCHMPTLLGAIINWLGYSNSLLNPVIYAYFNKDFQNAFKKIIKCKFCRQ
DUSP1 inh: MKP-1 phosphatase inhibitors, primary screen, biochemical, in vitro; inhibition, %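 (compounds tested at a single concentration somewhere between 10 and 100 µM)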; 65,000 tested, 0.15% active; recombinant MKP-1, OMFP hydrolysis fluorescence;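 active = inhibition above about 50%, limit read from the data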;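 note: 0% = DMSO max control wells and 100% = wells with enzyme stopped by NaOH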
Target sequence (P28562 whole entry, looked up): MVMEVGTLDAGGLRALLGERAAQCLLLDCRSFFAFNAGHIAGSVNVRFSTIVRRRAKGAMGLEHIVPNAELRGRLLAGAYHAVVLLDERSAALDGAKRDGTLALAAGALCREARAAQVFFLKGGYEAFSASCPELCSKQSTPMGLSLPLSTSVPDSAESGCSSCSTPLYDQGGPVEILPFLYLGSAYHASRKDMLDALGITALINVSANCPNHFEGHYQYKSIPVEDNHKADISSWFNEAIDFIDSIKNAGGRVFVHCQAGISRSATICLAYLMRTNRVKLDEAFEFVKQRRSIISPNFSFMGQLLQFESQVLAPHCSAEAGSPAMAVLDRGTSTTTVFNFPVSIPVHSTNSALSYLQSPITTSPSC
Hsp90 block: tumor Hsp90 inhibitors, primary screen, cell lysate, fluorescence polarization, NCI-N417 lysate; Heat shock protein HSP 90-alpha (Homo sapiens), P07900; Cy3B-geldanamycin FP displacement; inhibition, % at 30 µM; 64,000 tested, 0.35% active;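 active = inhibition above 50%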;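 note: 0% = tracer plus lysate wells and 100% = tracer alone without lysate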
* hit, by the source's call; / = no result given. Cut-off read from the data, not from the text of the source, unless noted: active = inhibition above about 20% (passing the limit was not always enough); inactive = the rest.

SMILES | CatG inh | FXIa inh mix | CatL inh | Cdc25B inh | FXIIa inh mix | C1s inh | HTR1A agonist | DUSP1 inh | Hsp90 block
Cc1ccc(C)n1-n1cnc2scc(-c3cccs3)c2c1=O | 7 | -1 | 3 | -7 | -23 | 3 | -1.1 | -21 | 0
CC1CN(c2ccc(Oc3ccccc3)cc2)c2nc3c(c(=O)[nH]c(=O)n3C)n2C1 (configuration not stated) | -4 | 3 | 11 | 5 | 5 | -41 | 4.2 | -4 | 0
CCOC(=O)c1cc2c(n(-c3ccc(C)cc3)c1=O)CCCC2=O | 7 | 1 | -2 | -21 | 7 | -5 | -2.6 | 4 | /
COc1cc(C(=O)Nc2cccc(-c3nc4ncccc4o3)c2C)cc(OC)c1OC | 2 | 7 | 0 | -7 | -18 | 1 | -7.6 | 7 | -3
CCOC(=O)c1cc(-c2nnc(-c3ccc(Cl)cc3)o2)c(C)nc1C | 14 | 11 | / | 0 | 0 | 15 | -0.8 | 13 | -1
CC(C)C(NC(=O)OCc1ccccc1)C(=O)OCC(=O)N1CCCCC1 (configuration not stated) | -2 | 8 | -5 | 1 | 7 | -16 | -1.1 | 2 | -4
Cc1cc(C(=O)CN2C(=O)c3ccccc3C2=O)c(C)n1Cc1cccs1 | 2 | 3 | 2 | -10 | 15 | 27 | 0.1 | 14 | -4
CC(C)(C)OC(=O)NCc1nc(N)n[nH]1 | -2 | 7 | 12 | 5 | -20 | 2 | -3.4 | 7 | 0
Cc1cc(C)cc(N(CCC#N)C(=O)CSc2nc3nc(C)cc(C)n3n2)c1 | 6 | -1 | 4 | -5 | 8 | -38 | -1.1 | 6 | -4
CC(=O)NCCCc1c[nH]c2ccc(Cl)cc12 | -4 | 4 | 4 | 7 | 9 | -29 | 0.2 | -13 | -6
O=S(=O)(Nc1ccc2oc(-c3ccccc3)nc2c1)c1ccccc1 | 11 | -4 | -4 | -12 | 3 | -12 | 0.6 | -19 | -2
O=S(=O)(NC1CCCC1)c1ccc(S(=O)(=O)NC2CCCC2)cc1 | 9 | 3 | -9 | 8 | 7 | 10 | 0.5 | 19 | 0
C=C1C(C(=O)N2CCN(C)CC2)C1C(=O)N1CCN(C)CC1 (configuration not stated) | 10 | 6 | 7 | 9 | 6 | 13 | -0.6 | 16 | -3
Cc1ccc(C(=O)Nc2ccc(Cl)cn2)cc1S(=O)(=O)N1CCOCC1 | 1 | 15 | -5 | -2 | 0 | 0 | -1.6 | -2 | -3
CCOc1cc(C#N)c(NC(=O)c2cccnc2)cc1OCC | -1 | 11 | 24 | 24 | 0 | -26 | -1.0 | 5 | -7
CCOC(=O)Cc1csc(SCc2nc3ccccc3c(=O)[nH]2)n1 | 2 | 2 | -2 | -6 | 10 | 1 | 5.3 | 8 | -2
CC1CCN(c2nc3ccccc3nc2C(C#N)S(=O)(=O)c2ccccc2)CC1 (configuration not stated) | 7 | 4 | -25 | -3 | -15 | -4 | 0.0 | 0 | /
O=C(NC1(C(=O)NC2CCCC2)CCCCC1)c1ccc2c(c1)OCO2 | -9 | 3 | -7 | -10 | 3 | -27 | -0.7 | 6 | /
CCOC(=O)C(C)Oc1cccc2c(=O)n(CC(=O)N3CCc4ccccc43)ccc12 (configuration not stated) | -9 | 6 | 2 | -25 | -26 | -40 | -0.8 | 13 | -5
CCN(Cc1ccccc1)C(=O)CCc1nc(-c2ccc(C)cc2)no1 | 6 | 15 | 16 | -10 | 0 | -2 | -1.8 | 3 | -2
CC(=O)C1=C(O)C(=O)N(Cc2cccnc2)C1c1ccccc1Cl (configuration not stated) | / | / | -10 | 4 | / | / | -0.8 | -22 | -10
Cc1nc(-c2coc3cc(OCC(=O)O)ccc3c2=O)cs1 | 3 | 11 | 1 | 8 | -8 | -48 | 1.3 | -3 | -1
CS(=O)(=O)N(CCc1ccccc1)CC(=O)NCc1ccco1 | -1 | 7 | -8 | -20 | 5 | -29 | -0.7 | -2 | -11
O=C(CCn1c(=O)sc2ccccc21)NC1=NCCS1 | -32 | -34 | -2 | -12 | 13 | -190 | -0.1 | 5 | 2
O=C(Nc1ccc2c(c1)OCO2)[C@@H]1[C@@H]2C(=O)N(C3CCCCC3)C(=O)[C@@H]2C2c3ccccc3C=CN21 (some centres not stated) | 5 | -1 | 3 | 5 | 5 | -19 | -5.4 | 4 | -6

Following part.
SMILES | CatG inh | FXIa inh mix | CatL inh | Cdc25B inh | FXIIa inh mix | C1s inh | HTR1A agonist | DUSP1 inh | Hsp90 block
O=S(=O)(NCc1cccnc1)c1ccc(Cl)c(Cl)c1 | -13 | -4 | 0 | -4 | 0 | -45 | / | 2 | /
CC(C)COC(=O)N1CC(O)CC1C(=O)O (configuration not stated) | 0 | 12 | 3 | 8 | -11 | 3 | -2.2 | 28 | -4
N=c1c(S(=O)(=O)c2ccccc2)cc2c(=O)n3ccccc3nc2n1CCN1CCOCC1 | 0 | -10 | / | -16 | 4 | -58 | 2.9 | 4 | -7
CCCN1CC=C2C(C#N)=C(N)C(C#N)(C#N)C(c3cccc(OC)c3OC)C2C1 (configuration not stated) | 10 | 3 | -13 | -2 | 1 | 6 | -3.9 | 3 | -8
Cc1cccc(C)c1NC(=O)CSc1nnc([C@@H]2CCCN2C(=O)OC(C)(C)C)o1 | 9 | 7 | -5 | -20 | 1 | -9 | -0.4 | 8 | /
CC1(C)CC(=NO)CC(C)(C)N1 | 10 | 0 | 11 | -8 | 0 | 4 | -2.5 | -34 | 1
O=C(Cn1cnc2c(cnn2-c2ccccc2)c1=O)N1CCN(c2ccc(F)cc2)CC1 | 2 | -10 | 18 | -3 | 8 | -74 | 3.2 | -18 | -4
CCCCOC(=O)C1=C(C)NC2=C(C(=O)CCC2)C1c1cc(OC)ccc1OC (configuration not stated) | -5 | 3 | -3 | -13 | 6 | -14 | 0.0 | 13 | -4
CC1CCc2nn(CC(=O)NCCCN3CCCCC3)cc2C1 (configuration not stated) | -1 | 8 | -9 | -12 | -1 | 1 | -0.3 | -1 | -3
CCc1nnc(NC(=O)COC(=O)CN2C(=O)c3ccccc3C2=O)s1 | -1 | 5 | 5 | -7 | -5 | 2 | 1.2 | -14 | -7
Cc1cc(O)c(C(C)C)cc1N=C1CSC(=O)N1 | 9 | 9 | 2 | 6 | -3 | -31 | 0.3 | -4 | -4
COc1ccc(CCNc2nc(-c3sc(N)nc3C)cs2)cc1OC | 9 | 1 | -1 | -5 | 18 | 7 | -0.8 | 37 | -1
Cc1[nH]c(C(=O)N2CCCCC2)c(C)c1C(=O)NC1CCCCC1 | 4 | -2 | -21 | -2 | -18 | 7 | -3.4 | 6 | 2
N#CCCN1CCN(C(=S)c2ccc(-c3cc(Cl)ccc3Cl)o2)CC1 | 39 | 12 | 22 | -29 | -2 | -13 | -4.7 | 6 | -2
O=C(CN(CCc1ccccc1)C(=O)CNS(=O)(=O)c1ccc(F)cc1)NCc1ccco1 | -17 | -2 | / | -8 | 9 | -6 | -3.2 | 4 | -1
O=C(NCC1CCCO1)c1ccc(NC(=O)C2CCCCC2C(=O)O)cc1 (configuration not stated) | -2 | 3 | / | 1 | 7 | -4 | 1.8 | -7 | -3
CC1CCN(CC(O)COC2CCC(C(C)(C)C)CC2)CC1 (configuration not stated) | 1 | 6 | 9 | -40 | 3 | 3 | 2.5 | -8 | 0
CCN(CC)C(=O)Sc1cccc2cccnc12 | -3 | 5 | 8 | -1 | 14 | -9 | 0.4 | -32 | -4
CCc1ccccc1NC(=O)Cn1nnc(-c2cccs2)n1 | -3 | 1 | 9 | -5 | -21 | -3 | -2.2 | -29 | 0
CCCn1c(=O)c2c(c3ccccc31)OCC(=O)N2 | -7 | 1 | 6 | 13 | 1 | -17 | 1.4 | 4 | 0
N#Cc1c(NC(NC(=O)c2ccco2)C(=O)c2ccccc2)sc2c1CCCC2 (configuration not stated) | 13 | 12 | -4 | 2 | 5 | 11 | -1.0 | 11 | 0
COc1ccc(N2CCN(C(=O)CCNS(=O)(=O)c3ccc4c(c3)CCC(=O)N4)CC2)cc1 | 10 | 7 | -12 | -14 | -14 | 10 | -1.4 | 7 | 0
C=CCn1c(SCC(=O)Nc2ccc(C)cc2C)nnc1-c1cccnc1 | -1 | 11 | 0 | 4 | -1 | -1 | 0.3 | -9 | -2
CCn1c(C(=O)N2CCCC(C(=O)NCCc3ccc(C)cc3)C2)cc2sccc21 (configuration not stated) | 10 | 3 | 14 | -11 | 1 | -16 | 2.1 | 28 | -3
COCC(=O)NC1CCN(S(=O)(=O)c2ccc(C(=O)O)cc2)CC1 | 9 | -12 | 20 | -8 | -13 | -2 | -2.5 | 30 | /

New compounds follow:
SMILES | CatG inh | FXIa inh mix | CatL inh | Cdc25B inh | FXIIa inh mix | C1s inh | HTR1A agonist | DUSP1 inh | Hsp90 block
COc1ccc(C(C)N2CC34C=CC(O3)C(C(=O)O)C4C2=O)cc1 (configuration not stated) | / | / | / | -2 | / | / | -0.1 | -21 | -3
Cc1cc(=O)oc(C)c1C(=O)N1CCN(Cc2ccc3c(c2)OCO3)CC1 | / | / | -9 | 22 | / | / | -1.4 | -17 | -3
COc1ccc(OC)c(C2C(C(=O)c3cccs3)=C(O)C(=O)N2c2cc(C)on2)c1 (configuration not stated) | 3 | -7 | -6 | -3 | -19 | -27 | -0.7 | 5 | -1
Clc1ncn(C23CC4CC(CC(C4)C2)C3)n1 | 9 | 4 | 12 | -3 | 7 | 10 | -1.3 | -30 | 1
CS(=O)(=O)NCc1ccc(C(=O)NC2CCCCC2)cc1 | -5 | 3 | / | -1 | 5 | -17 | -4.5 | 35 | -1
COCC(=O)N1CCC(n2nnc3cc(F)ccc32)CC1 | 10 | 0 | 12 | -9 | 6 | 3 | -1.7 | -19 | -2
CCC(C(=O)O)n1nnc(-c2ccc(-c3ccc(OC)cc3)cc2)n1 (configuration not stated) | 0 | 2 | 66* | -2 | 9 | -1 | -3.6 | 10 | -1
COC(=O)c1cc(OC)c(OC)cc1N=CC1=C(O)CC(C)(C)CC1=O | 9 | 6 | -3 | -33 | 1 | -5 | -1.5 | 14 | -4
c1cnc(NC2C3CC4CC(C3)CC2C4)nc1 (configuration not stated) | 9 | -4 | -8 | -7 | -15 | -11 | -0.2 | 11 | 0
COc1ccc(-c2noc(CCC(=O)NCc3cc(Br)ccc3OC)n2)cc1 | -31 | -34 | -2 | -20 | 2 | -83 | -1.4 | 19 | -1
Cc1ccccc1Cn1ccc(NC(=O)c2cc3nc(-c4ccco4)cc(C(F)(F)F)n3n2)n1 | 1 | -4 | -34 | -5 | -3 | -45 | 74* | 28 | -3
Cc1cc(C)c(S(=O)(=O)NCc2cn3c(C)csc3n2)cc1C | 22 | 10 | 1 | -3 | -19 | 13 | -5.0 | -1 | -2
O=c1cc(CSc2nnnn2-c2ccccc2)nc2scc(-c3ccccc3)n12 | -19 | -19 | -3 | 3 | -1 | -52 | 1.4 | 13 | -8
O/N=C1\CCCc2nnc3c(c21)CCCC3 | -1 | 8 | / | -3 | -16 | -27 | 1.9 | -1 | -1

Three compounds already listed, sorted by the number in FXIa inh mix, highest first.
canonical_smiles | CatG inh | FXIa inh mix | CatL inh | Cdc25B inh | FXIIa inh mix | C1s inh | HTR1A agonist | DUSP1 inh
Clc1ncn(C23CC4CC(CC(C4)C2)C3)n1 | 9 | 4 | 12 | -3 | 7 | 10 | -1.3 | -30
O=c1cc(CSc2nnnn2-c2ccccc2)nc2scc(-c3ccccc3)n12 | -19 | -19 | -3 | 3 | -1 | -52 | 1.4 | 13
COc1ccc(-c2noc(CCC(=O)NCc3cc(Br)ccc3OC)n2)cc1 | -31 | -34 | -2 | -20 | 2 | -83 | -1.4 | 19
